Screening results: PubChem BioAssay, several laboratories
MC4R ag barr: human MC4R agonism via beta-arrestin; P32245; U2OS MC4R beta-arrestin complementation, luminescence; percent of melanotan II response, DMSO zero; activation, % at 8.9 µM; 360,000 compounds, 0.98% hits; AID 540308;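 active means activation above a per-plate cutoff, the mean activation of sample wells on that plate plus 3 SD, cut at about 8% in these data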
Target sequence (P32245 whole entry, looked up): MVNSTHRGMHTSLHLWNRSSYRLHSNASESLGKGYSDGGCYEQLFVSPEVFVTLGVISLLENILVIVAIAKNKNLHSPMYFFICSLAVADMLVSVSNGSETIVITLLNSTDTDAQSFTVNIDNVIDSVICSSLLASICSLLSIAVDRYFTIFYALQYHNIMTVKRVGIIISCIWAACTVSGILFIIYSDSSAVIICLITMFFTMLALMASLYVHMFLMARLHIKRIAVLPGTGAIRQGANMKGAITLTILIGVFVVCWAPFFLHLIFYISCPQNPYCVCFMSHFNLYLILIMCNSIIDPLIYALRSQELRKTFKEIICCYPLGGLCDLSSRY
ABCB6 inh MLPCN: human ABCB6 transporter inhibition; K562-ABCB6 porphyrin accumulation, flow cytometry, 1 h; stronger effect = lower value; fluorescence ratio to DMSO, % at 10 µM; 360,000 compounds, 0.19% hits; AID 602162;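 active means fluorescence ratio to DMSO below 75%, the collection mean minus 3 SD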;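 further: signal is porphyrin accumulated inside mitochondria; 100% equals median channel fluorescence of DMSO control wells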
Cardio protect: protects H9c2 cardiomyocytes from peroxide injury. protection from H2O2 cell death, % at 20 µM. H2O2 injury protection, ATPLite, 2 h. AID 588492. 360,000 compounds, 0.63% hits;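 active means compounds giving at least 50% protection of heart cells from peroxide-induced death in the single-dose screen, raw or plate-pattern-corrected value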;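 further: 0% = DMSO wells with peroxide and 100% = DMSO wells without peroxide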
N-glyco inh: N-linked glycosylation inhibition | D54 ERlucT glycosylation luciferase reporter, 24 h; percent of 100 nM tunicamycin response | reporter increase, % at 12.5 µM | 360,000 compounds, 0.23% hits | AID 588692;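 active means mean luciferase reporter signal, scaled so untreated is 0 and the glycosylation-blocking control 100, at or above a set limit in every replicate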;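 further: luciferase carries N-glycosylation sites so blocking glycosylation raises the light; 0% = median of neutral control wells and 100% = median of 100 nM tunicamycin wells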
ABHD5-PLIN5 inh: blocks binding of human ABHD5 to perilipin-5; inhibition, % at 4 µM; AID 602281; Split G. princeps luciferase complementation, luminescence, 4 h; 360,000 compounds, 0.78% hits; Q00G26+Q8WTS1;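 active means inhibition above the mean inhibition across every tested compound plus 3 SD, cut at about 22% in these data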;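 further: 0% = DMSO only wells and the 100% control is not disclosed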
TLR9-MyD88 block: TLR9-MyD88 interaction inhibition; CHO BLA complementation TLR9-MyD88, CCF4 FRET ratio; Q9NR96+Q99836; 340,000 compounds, 0.21% hits; inhibition, % at 4.98 µM;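 active means inhibition above the mean over all tested compounds plus 3 SD, cut at about 21% in these data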;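 further: 0% = DMSO only wells and 100% = clavulanate BLA inhibitor control wells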
MC4R antagonist: human MC4R antagonism in cAMP assay; MC4R-expressing cells, MTII-stimulated cAMP, LANCE TR-FRET; inhibition, % at 6.5 µM; 360,000 compounds, 0.48% hits; AID 540295;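 active means inhibition above its plate's cutoff, the mean of tested wells on that plate plus 3 SD, cut at about 29% in these data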;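 further: 0% = Melanotan II alone and 100% = Melanotan II plus saturating MCL0020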
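material = U2OS cells stably expressing human melanocortin 4 receptor (MC4R) | also added = Melanotan II challenge | dosing = single nominal compound dose of 6.5 µM | detection = TR-FRET with Eu-cAMP and labeled anti-cAMP, 671 nm | replication = singlicate | timing = compound 30 min, challenge 1 h, detection 1 h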
SRC2 inh: inhibits human steroid receptor coactivator 2; AID 651957; HEK293 GAL4-SRC2 luciferase reporter, luminescence; Q15596; 370,000 compounds, 0.17% hits; inhibition, % at 9 µM;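 active means inhibition above the mean inhibition of all tested compounds plus 3 SD, set per campaign, cut at about 52% in these data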;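 further: 0% = DMSO treated cells and 100% = cells given Gossypol at 36 µM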
m5-HT2A agonist: activates the mouse 5-HT2A serotonin receptor; CHO-K1 mHTR2A beta-arrestin complementation, luminescence; percent of 30 µM serotonin response; activation, % at 7.6 µM; 360,000 compounds, 0.66% hits;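 active means activation above a run cutoff, the mean activation of all tested compounds plus 3 SD, cut at about 14% in these data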;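 further: 0% = plate median of compound wells and 100% = 30 µM serotonin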
NOD2 RIPK2 PPI: inhibitors of human NOD2-RIPK2 interaction; O43353; CHO BLA complementation NOD2-RIPK2, CCF4 ratio; 360,000 compounds, 0.38% hits; inhibition, % at 4.98 µM; in the data active means inhibition above about 21%;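 further: 0% = vehicle only and 100% = reference blocker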
Target sequence (O43353 whole entry, looked up): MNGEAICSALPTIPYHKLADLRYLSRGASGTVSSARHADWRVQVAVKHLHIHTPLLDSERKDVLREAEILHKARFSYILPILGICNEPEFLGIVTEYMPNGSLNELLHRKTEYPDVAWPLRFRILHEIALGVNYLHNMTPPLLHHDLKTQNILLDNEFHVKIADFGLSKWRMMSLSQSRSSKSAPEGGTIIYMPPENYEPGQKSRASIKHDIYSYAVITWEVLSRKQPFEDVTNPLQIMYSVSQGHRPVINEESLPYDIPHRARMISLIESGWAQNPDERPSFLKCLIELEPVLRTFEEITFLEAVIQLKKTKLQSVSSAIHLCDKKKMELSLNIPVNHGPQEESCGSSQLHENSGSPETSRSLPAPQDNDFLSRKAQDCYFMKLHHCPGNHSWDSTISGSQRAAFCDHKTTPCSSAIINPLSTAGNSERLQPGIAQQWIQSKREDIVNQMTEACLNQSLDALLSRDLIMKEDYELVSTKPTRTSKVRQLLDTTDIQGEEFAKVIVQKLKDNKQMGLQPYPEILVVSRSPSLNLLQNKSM
* marks the source's active call; other numbers are inactive results; . = not tested or not shown. These rows are one share of the data. The share of hits here may be higher or lower than overall.

SMILES	MC4R ag barr	ABCB6 inh MLPCN	Cardio protect	N-glyco inh	ABHD5-PLIN5 inh	TLR9-MyD88 block	MC4R antagonist	SRC2 inh	m5-HT2A agonist	NOD2 RIPK2 PPI
N#Cc1cn(-c2ccccc2)nc1-c1cc2ccccc2oc1=O	3.5	94	-10	2	-2	-5	-1	-13	1	-5
CCCC[C@@H]1Cc2[nH][nH]c(=O)c2[C@H](c2ccc(C(C)C)cc2)O1	.	103	.	.	23*	.	.	-5	1	-4
Cc1ccc(C(C(=O)NC2CCCC2)N(C(=O)c2csnn2)c2ccccc2)o1 (stereo not given)	-0.8	99	-3	-1	3	-14	7	-5	4	14
CC(Oc1ccc(Cl)cc1Cl)C(=O)NCCCCc1ccccc1 (stereo not given)	-0.7	91	-5	-2	-8	7	3	-23	-8	-1
O=C(c1cc([N+](=O)[O-])cc([N+](=O)[O-])c1)N1CCN(C(=O)c2ccco2)CC1	-2.9	97	1	1	1	7	2	-29	3	4
COc1cccc(CNS(=O)(=O)c2csc(C(N)=O)c2)c1	-2.0	98	3	1	-1	-2	-4	5	-1	-1
CCCCCCn1ccc(=N)cc1	-1.0	92	-30	-3	7	9	3	-1	-1	2
Cc1cc(C(=O)OCC(=O)Nc2ccccc2C#N)c(C)o1	-1.6	98	2	0	0	5	3	-10	2	-4
COc1ccc(Cl)cc1C=CC=Nc1ccccc1O	-0.7	123	-16	2	-4	-5	12	-4	1	-11
CCN(CC)C(=O)C(=O)c1cc(C)n(-c2ccc(F)cc2)c1C	-1.6	101	-2	-1	-1	-16	-3	-8	1	-5
COc1cccc(C(=O)COc2ccccc2N2C(=O)C3C4C=CC(C4)C3C2=O)c1 (stereo not given)	-0.8	103	0	0	1	-6	10	9	0	2
CCOC(=O)c1ccccc1NC(=O)c1cn(CC)c2nc(C)ccc2c1=O	3.1	96	3	-1	4	-10	19	3	4	-3
COC(=O)[C@@H](CC(C)C)NS(=O)(=O)N(Cc1ccccc1)[C@@H](CC(C)C)C(=O)OC	0.9	98	15	-7	-1	-4	6	3	-5	-9
O=C(c1ccc(Cl)cc1)N1CCN(c2ccc(F)cc2)CC1	-1.4	99	-8	0	-3	1	8	9	1	-13
CC1=C(Nc2ccc(C(=O)O)cc2)C(=O)c2ccccc2C1=O	-2.4	101	-12	4	7	-3	-11	-6	6	0
CCC(=O)c1ccc(OCC(=O)N(Cc2nnc(-c3ccccc3Cl)o2)C2CC2)cc1	-0.4	98	-4	-2	4	-2	6	10	-2	-13
CC1(C(=O)NCc2ccccc2)CSCC(=O)N1Cc1cccc(F)c1 (stereo not given)	.	.	.	.	0	.	.	-4	13	-7
CNC(=O)c1c(NC(=O)CCS(=O)(=O)c2ccc(Cl)cc2)sc2c1CCN(C(=O)OC)C2	-2.6	99	2	3	4	0	5	6	3	-7
CSC1=NCCN1C(=O)c1cccc(C(F)(F)F)c1	0.3	97	-5	3	-3	2	16	11	4	-6
Cc1noc(C)c1S(=O)(=O)NCC(=O)O	0.1	102	4	1	4	1	0	10	6	0
CCN(C(=O)COC(=O)/C=C/c1nc2ccccc2s1)c1c(N)n(Cc2ccccc2)c(=O)[nH]c1=O	-0.1	93	-12	-7	-1	-10	0	-2	5	-4
CCN(CC(=O)Nc1c(F)cccc1F)C(=O)CCCc1nc2ccccc2c(=O)[nH]1	-1.1	96	26	0	4	7	3	1	0	-7
C[C@@]12CCC3[C@@](CCC4[C@@]3(C)CCC[C@@]4(C)C(=O)N3CCOCC3)(CC1=O)C2 (stereo not given in full)	0.0	98	0	-3	0	1	12	-16	7	10
Cc1cc(Cl)ccc1NC(=S)NCc1ccc(Cl)cc1	2.0	93	-18	-1	-6	7	3	3	-1	3
CCOc1ccc(NC(=O)C2CCCN(S(=O)(=O)c3ccc4c(c3)C(C)(C)C(=O)N4C)C2)cc1 (stereo not given)	-0.8	102	-4	-5	1	.	5	-5	-4	-7
Nc1cc(N)nc(SCC(=O)NCC2CCCO2)n1 (stereo not given)	-0.9	97	-3	-2	-2	-3	10	-1	0	2
CS(=O)(=O)N(CC(=O)Nc1ccc(Br)cc1F)C1CCCCC1	1.4	97	-10	1	2	-12	6	-13	-1	-1
COc1ccc(CCN(C(=O)C(F)(F)F)C(C(=O)NC2CCCCC2)c2ccc(C)s2)cc1OC (stereo not given)	-1.0	93	-4	-7	-4	0	9	-14	4	-11
Cc1sc2nc(CN3CCCC3)nc(N3CCC(C(N)=O)CC3)c2c1C	0.0	101	7	-1	1	12	-1	-23	3	4
Cc1ccccc1NCC(=O)N/N=C/c1ccc([N+](=O)[O-])cc1	3.5	106	2	1	-1	-6	13	4	-2	4

Seven neighbouring compounds already listed, quoted:
SMILES	MC4R ag barr	ABCB6 inh MLPCN	Cardio protect	N-glyco inh	ABHD5-PLIN5 inh	TLR9-MyD88 block	MC4R antagonist	SRC2 inh	m5-HT2A agonist	NOD2 RIPK2 PPI
CCN(C(=O)COC(=O)/C=C/c1nc2ccccc2s1)c1c(N)n(Cc2ccccc2)c(=O)[nH]c1=O	-0.1	93	-12	-7	-1	-10	0	-2	5	-4
CCN(CC(=O)Nc1c(F)cccc1F)C(=O)CCCc1nc2ccccc2c(=O)[nH]1	-1.1	96	26	0	4	7	3	1	0	-7
C[C@@]12CCC3[C@@](CCC4[C@@]3(C)CCC[C@@]4(C)C(=O)N3CCOCC3)(CC1=O)C2 (stereo not given in full)	0.0	98	0	-3	0	1	12	-16	7	10
Cc1cc(Cl)ccc1NC(=S)NCc1ccc(Cl)cc1	2.0	93	-18	-1	-6	7	3	3	-1	3
CCOc1ccc(NC(=O)C2CCCN(S(=O)(=O)c3ccc4c(c3)C(C)(C)C(=O)N4C)C2)cc1 (stereo not given)	-0.8	102	-4	-5	1	.	5	-5	-4	-7
Nc1cc(N)nc(SCC(=O)NCC2CCCO2)n1 (stereo not given)	-0.9	97	-3	-2	-2	-3	10	-1	0	2
CS(=O)(=O)N(CC(=O)Nc1ccc(Br)cc1F)C1CCCCC1	1.4	97	-10	1	2	-12	6	-13	-1	-1

The list goes on.
SMILES	MC4R ag barr	ABCB6 inh MLPCN	Cardio protect	N-glyco inh	ABHD5-PLIN5 inh	TLR9-MyD88 block	MC4R antagonist	SRC2 inh	m5-HT2A agonist	NOD2 RIPK2 PPI
Fc1ccc(Nc2ncnc3sccc23)cc1	3.1	101	-9	-7	-2	2	23	-16	0	5
Cc1cc(C)c2c(CC(=O)O)c(C)[nH]c2c1	-1.3	108	4	1	1	-1	2	13	6	-6
COc1ccccc1CN1CC(C(=O)NCC2(O)CCCCC2)CCC1=O (stereo not given)	1.3	103	2	1	3	-10	14	-5	-10	-2
COc1ccc(-c2nnc(SCC(=O)O)n2C)cc1OC	-2.6	100	-12	2	-1	-1	5	3	3	-13
COc1cc(C(=O)NCC(c2ccccc2)N(C)C)ccc1OCc1c(C)noc1C (stereo not given)	-0.8	100	6	6	0	2	-2	-28	-18	-3
CCOC(=O)c1sc(C)c2c1NC(c1ccc(Cl)cc1)NC2=O (stereo not given)	1.8	95	-8	-1	-9	2	0	-7	1	-10
CN(C)c1ccc(S(=O)(=O)NCC(=O)N2CCN(c3ccccc3)CC2)cc1[N+](=O)[O-]	0.3	98	10	0	1	4	-5	1	1	-8
Clc1ccc(Cn2ncc3c(N4CCCC4)ncnc32)cc1	-0.7	94	-11	2	5	2	-4	-20	-2	-2
CC(=O)c1ccc(S(=O)(=O)N(C)CC(=O)NCC2CCCCC2)cc1	-0.8	99	2	1	-4	0	1	-19	1	0
Fc1ccccc1NC(=S)NN(Cc1ccccc1)c1ccccc1	-2.0	91	-1	-2	-11	1	6	1	1	7
CC(Sc1nnc(N)s1)C(=O)c1c(N)n(C)c(=O)n(C)c1=O (stereo not given)	0.4	98	3	1	-10	-2	-4	-13	1	-5
O=c1cc(O)c2ccccc2n1Cc1ccccc1Cl	-0.5	90	3	1	2	-6	11	0	6	-11
COc1ccc(NC(=O)NC(=O)c2ccccc2)cc1	-1.1	97	2	-3	-1	5	-3	-26	4	-5
Cc1sc2ncn(CC(=O)N3CCN(c4ccccn4)CC3)c(=O)c2c1S(=O)(=O)N1CCC(C)CC1	-1.1	87	4	-2	3	-5	-3	-13	0	-7
Cc1cc(=O)oc2cc(Oc3ccc(C(N)=O)cc3[N+](=O)[O-])ccc12	-0.9	95	15	-2	0	9	8	15	-3	-14
CN(C)C(=O)c1cc2c(c(-c3cccc(C4=CCCCC4)c3)n1)[C@@H](CCO)N(S(=O)C(C)(C)C)C2 (stereo not given in full)	.	120	5	3	-1	.	.	1	12	5
CC(C)(C)NC(=O)C(c1cccc2ccccc12)n1c(=O)c(-c2cc3ccccc3[nH]2)nc2ccccc21 (stereo not given)	.	.	.	.	-7	.	.	9	-3	40*
O=C(C1CCCCC1)N1C[C@@H](n2cc(-c3ccc(F)cc3)nn2)[C@H](O)C[C@@H]1c1ccccc1	1.8	97	7	1	-1	-2	14	5	-7	7
CC(CNC(=O)CN1C(=O)c2cccnc2Oc2ccc(Cl)cc21)c1ccccc1 (stereo not given)	-3.1	105	-3	2	7	6	6	-3	-1	2
COC(=O)NNC(=O)c1cccc(C)c1	-0.4	98	5	1	-3	-7	9	.	-1	-6
COc1ccccc1C(=O)NCC(=O)Nc1cccnc1	-1.7	93	-4	2	3	-1	4	.	-1	-8
O=C(c1ccc(COc2ccc3ccccc3c2)o1)N1N=C(C(F)F)CC1(O)C(F)F (stereo not given)	30*	103	-22	-4	-18	4	-4	.	3	-1
Cc1ccc(S(=O)(=O)Oc2ccc(/C=C3\C(=N)N4N=C(S(C)(=O)=O)SC4=NC3=O)cc2)cc1	-3.4	99	-1	2	-5	6	5	-7	0	0
Cc1cccc(NC(NC(=O)Cc2ccccc2)C(Cl)(Cl)Cl)c1 (stereo not given)	2.9	96	-6	3	-4	-5	22	32	-5	13
Cc1nc(N2CCN(S(=O)(=O)c3ccc(Br)cc3)CC2)c2c(C)c(C)sc2n1	0.8	88	5	0	-5	3	3	-8	7	-10
